GCN5L2 inh: blocks human GCN5L2 histone acetyltransferase | Q92830 | GCN5L2 HAT assay, ThioGlo1 CoA-SH fluorescence | Potency, µM (doses to about 58.9 µM), for inactives: top-dose activity change, negative = inhibition, most hits filed as inhibitors | actives 0.21% (n = 390,000) | AID 504327
Target sequence (Q92830 whole entry, looked up): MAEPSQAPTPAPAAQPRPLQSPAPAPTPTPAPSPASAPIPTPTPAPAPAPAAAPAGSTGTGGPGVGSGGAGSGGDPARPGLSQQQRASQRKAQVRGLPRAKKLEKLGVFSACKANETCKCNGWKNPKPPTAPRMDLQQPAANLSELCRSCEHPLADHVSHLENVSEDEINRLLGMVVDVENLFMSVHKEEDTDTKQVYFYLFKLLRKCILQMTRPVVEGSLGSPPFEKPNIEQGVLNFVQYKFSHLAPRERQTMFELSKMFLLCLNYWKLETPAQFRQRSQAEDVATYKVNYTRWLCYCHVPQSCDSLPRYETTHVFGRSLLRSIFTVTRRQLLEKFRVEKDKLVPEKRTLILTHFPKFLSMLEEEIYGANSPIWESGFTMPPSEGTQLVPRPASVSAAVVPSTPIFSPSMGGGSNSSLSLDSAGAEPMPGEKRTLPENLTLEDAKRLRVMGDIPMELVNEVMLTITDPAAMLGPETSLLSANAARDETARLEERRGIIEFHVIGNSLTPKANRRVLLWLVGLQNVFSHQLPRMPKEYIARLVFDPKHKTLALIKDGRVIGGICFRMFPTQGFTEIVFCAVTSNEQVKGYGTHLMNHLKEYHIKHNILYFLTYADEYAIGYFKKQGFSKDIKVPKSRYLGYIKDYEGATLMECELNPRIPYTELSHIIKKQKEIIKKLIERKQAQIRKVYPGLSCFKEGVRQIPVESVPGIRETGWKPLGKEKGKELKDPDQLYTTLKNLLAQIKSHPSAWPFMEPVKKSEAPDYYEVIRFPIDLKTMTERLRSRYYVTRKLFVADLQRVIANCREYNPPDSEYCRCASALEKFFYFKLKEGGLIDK
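Titration-based screen in which CoA formation is detected via maleimide probe ThioGlo1 (50uM) turning fluorescent on thiol reaction; substrates H3(1-25) 75uM and acetyl-CoA 70uM, GCN5L2 20nM, 20 min incubation at room temperature.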
DT40 TDP1 no CPT: qHTS for Inhibitors of human tyrosyl-DNA phosphodiesterase 1 (TDP1): qHTS in cells in absence of CPT; DT40 Tdp1-/- hTDP1 cells, no CPT, ATP luminescence, 48 h; Potency, µM (highest dose often 46.2 µM), for the others: at the highest dose activity change, negative = growth inhibition, most hits filed as inhibitors; actives 15% (n = 420,000); AID 686978, 2013; note: nearly all actives have a fitted effect of over 55% in size
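DT40 Tdp1-/-;hTDP1 cells, no CPT (DMSO vehicle only), 400 cells/well; compounds pin-transferred; ≥48 hr, 37 °C; CellTiter-Glo 30 min RT dark, luminescence read.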
TDP1 cell CPT: growth inhibition of DT40 Tdp1-/-;hTDP1 cells with camptothecin (screen for TDP1 inhibitors); chicken DT40 Tdp1-/-;hTDP1 cells + 20 nM CPT, ATP luminescence, 48 h; actives 12% (n = 420,000); Potency, µM (top dose mostly 46.2 µM), without a hit: top-dose activity change, negative = growth inhibition, usual class: inhibitors; AID 686979; note: nearly all actives have a fitted effect of over 55% in size
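Cell growth measured by CellTiter-Glo luminescence after a minimum 48 h, 37 C compound exposure with 20 nM CPT in Tdp1-knockout DT40 cells stably expressing hTDP1, seeded 400/well; qHTS titration format.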
An asterisk follows results filed as active; ? = inconclusive; . = no result given. Calls come from the whole dose curve; as a rule, active = well fitted curve in the direction sought with a large enough effect; inconclusive = small, poorly fitted or top-dose-only effect, or another doubt; inactive = no such curve, though single readings can be large; an effect the other way counts as inactive or inconclusive. % is set by controls: 0 for no effect and ±100 for the full control effect; potency is the fitted concentration of half-maximal effect.

Every second line gives: GCN5L2 inh, DT40 TDP1 no CPT, TDP1 cell CPT
COc1ccc(/C=C/C2=CC(C)(C)NC(=S)N2)cc1OC
→ -11.5%, -10.3%, -27.4%
CC1CCN(S(=O)(=O)c2ccc3c(c2)N(CC(=O)NCCc2ccccc2)C(=O)CO3)CC1
→ -6.0%, 20.6µM*, ?
COc1ccccc1NC(=O)CN1CCN(CC(=O)Nc2ccccc2F)CC1
→ ., ?, ?
Fc1ccc(-n2ncc3c(NCCC4=CCCCC4)ncnc32)cc1
→ 1.0%, ?, ?
CC1(C)CC(NC(=O)C(=O)NCCc2ccccc2)CC(C)(C)N1
→ -4.8%, -6.4%, -2.3%
CCOC(=O)N1N=C(C)CC1(O)c1ccc(Cl)cc1 (stereo not given)
→ -10.1%, -0.1%, 1.7%
O=C(Nc1cccnc1)c1cc(-c2cccs2)on1
→ -17.5%, ?, ?
CC(C)c1cccc(-c2csc(C(O)c3ccco3)n2)c1 (stereo not given)
→ ., ?, ?
CCOC(=O)c1nnc(-c2ccc(C)cc2)nc1Sc1ccc(Cl)cc1
→ 0.6%, 8.2µM*, 8.2µM*
COCCNC(=O)C1CCC(=O)N(c2ccc(OC)cc2)C1c1ccc(OC)c(OC)c1 (stereo not given)
→ -6.2%, 1.1%, 3.2%
COc1ccc(NC(=O)Nc2cccc(-c3noc(C)n3)c2)cc1
→ -6.5%, -28.2%, -3.4%
CCCNC(=O)C(Cc1ccccc1)NC(=O)c1ccccc1 (stereo not given)
→ -3.1%, -19.3%, -10.8%
Cc1cc(=O)[nH]c(N/N=C/c2c(C)nn(-c3ccccc3)c2Cl)n1
→ -6.3%, 23.1µM*, 23.1µM*
Cc1cccc(S(=O)(=O)c2cn(Cc3ccc(F)cc3)c3cc(N4CCOCC4)c(F)cc3c2=O)c1
→ -1.2%, ?, ?
Nc1ncnc2nn(C3OC(CO)C(O)C3O)nc12 (stereo not given)
→ ., 1.84µM*, 4.11µM*
CCCCOc1ccccc1C1CC(=O)Nc2ccc3ccccc3c21 (stereo not given)
→ -19.0%, 6.51µM*, 11.6µM*
CC(=O)c1cccc(NC(=O)C2CCCN2S(=O)(=O)c2cccc3cccnc23)c1 (stereo not given)
→ -10.6%, -27.7%, ?
O=C(Nc1ccc(F)cc1)c1csc2c1CCCCC2
→ -2.5%, ?, ?
Cc1noc(C)c1COc1ccc(C(=O)OCC(=O)OC(C)(C)C)cc1
→ -5.2%, 4.0%, 3.1%
Cc1cc(Br)cc2c(C(=O)NCC3CCCO3)cc(-c3ccccc3)nc12 (stereo not given)
→ -5.3%, ?, ?
CCN1CCN(C(c2ccccc2)c2nnnn2CCc2ccc(OC)c(OC)c2)CC1 (stereo not given)
→ -1.9%, -1.0%, -1.7%
NC(=O)c1ccsc1NC(=O)COC(=O)Cc1ccc(F)cc1
→ ., ?, -14.1%
Cc1cc(C)c(OCCn2ccnc2)c(C)c1
→ -11.0%, 5.17µM*, 6.51µM*
CC(C)(C)OC(=O)N1CCCC(C(=O)Nc2ccc(C(=O)N3CCCC3)cc2)C1 (stereo not given)
→ 1.6%, ?, -18.4%
CN(Cc1cccc(Cl)c1Cl)CC(O)COc1ccccc1 (stereo not given)
→ -1.1%, ?, ?
c1ccc2c(CSCc3nc4ccccc4[nH]3)cccc2c1
→ -19.8%, ?, 16.4µM*
Cc1nc2ccccc2c2nc(NC(=O)Cc3ccccc3)nn12
→ -5.1%, -12.6%, -7.8%
COc1ccc(COC(=O)CCc2cc(OC)c(OC)c(OC)c2)cc1F
→ ., -0.4%, -0.8%
COc1ccc(NC(=O)CN(C)C(=O)CNC(=O)c2cccs2)cc1
→ -4.0%, 4.0%, 16.9%
COc1ccccc1NC(=S)NC(NC(C)=O)C(Cl)(Cl)Cl (stereo not given)
→ -4.5%, 12.4%, -18.5%
Cc1cc(Br)ccc1NC(=O)C1CCN(S(=O)(=O)c2ccc(Br)s2)CC1
→ -13.3%, -29.1%, -11.9%
O=C(COc1ccc(F)cc1)Nc1nc(-c2cccnc2)cs1
→ ., ?, ?
O=C(OCC(=O)N1CCC(Cc2ccccc2)CC1)c1ccccc1NCCO
→ 1.9%, ?, ?
Cc1c(CC(=O)N2CCC(O)CC2)c(=O)oc2cc3c(cc12)CCC1(CCCCC1)O3
→ ., ?, ?
CN(C(=O)COC(=O)/C=C/c1ccc(C(F)(F)F)cc1)C1CCS(=O)(=O)C1 (stereo not given)
→ -2.3%, -9.2%, ?
O=C(Nc1ccc(Cl)cc1)NC1CCS(=O)(=O)C1 (stereo not given)
→ 1.7%, 1.9%, -28.2%
CC(=O)N1CCC2(CCN(Cc3ccccc3)CC2)CC1
→ -4.5%, -2.8%, 9.6%
COc1ccc(C(C(=O)NCc2ccccc2)n2c(=O)c(-c3ccccc3)nc3ccccc32)cc1 (stereo not given)
→ ., 16.4µM*, 14.6µM*
Cc1ccc(C)c(NC(=O)CN2C(=O)c3cccnc3Oc3ccc(C)cc32)c1
→ -11.3%, ?, ?
COC(=O)c1ccc(OC)c(CSc2nnc(COc3ccc(OC)cc3)o2)c1
→ -29.8%, ?, ?
COc1ccc(N2CCN(C(=O)c3ccc(Br)cc3)CC2)c([N+](=O)[O-])c1
→ 3.7%, 18.4µM*, ?
CC(C)OCCCNC(=O)c1cc2c(-c3ccc(Cl)cc3)nn(C)c2s1
→ -3.6%, 20.6µM*, ?
C/C=C/C(=O)OCC(=O)Nc1ccc(OC)c(OC)c1
→ -1.4%, -8.0%, 1.9%
CCc1ccc(NC(=O)CSc2nnnn2C)cc1
→ -2.9%, -11.0%, 7.6%
CN(/N=C/c1cccs1)c1cc(=O)n(C)c(=O)[nH]1
→ -11.3%, -14.5%, 12.9%

Compound profiles (already shown). Order of screens: GCN5L2 inh | DT40 TDP1 no CPT | TDP1 cell CPT
`CCCNC(=O)C(Cc1ccccc1)NC(=O)c1ccccc1` (stereo not given) as listed: -3.1% | -19.3% | -10.8%
`COc1ccccc1NC(=S)NC(NC(C)=O)C(Cl)(Cl)Cl` (stereo not given) as listed: -4.5% | 12.4% | -18.5%
`COC(=O)c1ccc(OC)c(CSc2nnc(COc3ccc(OC)cc3)o2)c1` as listed: -29.8% | ? | ?

New compounds follow:
Every second line gives: GCN5L2 inh, DT40 TDP1 no CPT, TDP1 cell CPT
CS(=O)(=O)c1ccc2nc(NC(=O)c3ccc(Cn4cc(Br)cn4)o3)sc2c1
→ -15.4%, -3.6%, -14.6%
O=[N+]([O-])c1cccnc1Sc1n[nH]c(-c2ccc(Cl)cc2)n1
→ 2.4%, -29.5%, -8.7%
O=C(COC(=O)/C=C/c1ccc(Cl)cc1Cl)Nc1cc(C(F)(F)F)ccc1N1CCOCC1
→ -2.0%, -3.1%, -1.9%
O=C(NCc1ccccn1)/C(=C/c1ccco1)NC(=O)c1ccccc1
→ -2.7%, -2.5%, 5.3%
Cc1cccc(N2CCN(C(=O)c3cc4c(=O)n(C)c5ccccc5c4s3)CC2C)c1 (stereo not given)
→ -6.0%, 2.31µM*, ?
COc1ccc(-n2c(CN3CCN(C)CC3)nc3ccc([N+](=O)[O-])cc3c2=O)c(OC)c1
→ -13.0%, -18.3%, 1.9%
CCOc1ccc(-n2c(=S)sc3c(=O)[nH]c(SCC(=O)NCc4ccco4)nc32)cc1
→ -13.9%, -5.6%, 0.2%
O=C1CN(C(=O)/C=C/c2cc(Br)ccc2F)CCN1
→ -0.7%, 2.2%, -4.6%
COc1ccc(Cl)cc1NS(=O)(=O)c1cccc(C(=O)NCC2(N(C)C)CCCCC2)c1
→ 0.4%, ?, ?
CCN(CC)c1ccc(NC(=O)CN(C)Cc2cccs2)cc1
→ -3.6%, 16.4µM*, ?
Oc1ccc(/C=N/N2CCN(Cc3ccccc3)CC2)cc1
→ -4.2%, -14.0%, 0.0%
Cc1c(N=Cc2cccs2)c(=O)n(-c2ccccc2)n1C
→ -7.4%, 7.5%, 18.9%
CC(=O)Nc1cccc(NC(=O)CSc2nc(C3CC3)nc3ccccc23)c1
→ -1.7%, 7.31µM*, 4.11µM*
COc1cccc(C(=O)Nc2cc(=O)n(C)c(=O)n2C)c1OC
→ -0.6%, -13.6%, -3.0%
CCOC(=O)c1ccccc1NC(=O)c1ccc(Cl)c(S(=O)(=O)N2CCOCC2)c1
→ ., 16.4µM*, ?
N=C(N)Cc1ccccc1Sc1ccccc1
→ -1.4%, 8.2µM*, 9.2µM*
CC(=O)Nc1ccc(NC(=O)COC(=O)c2ccccc2OCc2cccc(Br)c2)cc1
→ ., -18.6%, -25.8%
Cc1cc(CN2CCN(c3ccc(F)cc3)CC2)cs1
→ -1.4%, ?, ?
CCC(C)NC(=O)CN1C(=O)NC2NC(=O)NC21 (stereo not given)
→ 12.4%, 1.7%, -12.3%
O=C(Cc1cccc(C(F)(F)F)c1)Nc1ccccc1
→ -6.6%, ?, ?
CC1(C)CC(=O)C(C=NCC(O)c2ccccc2)=C(O)C1 (stereo not given)
→ -6.0%, -11.4%, 5.3%
CC(C)(C)c1ccc(CC(=O)N2CCC2(C)C(=O)Nc2cccc3ccccc23)cc1 (stereo not given)
→ ., ?, ?
CCOC(=O)C(=O)N1CCN(c2cc3c(cc2[N+](=O)[O-])n(C)c(=O)n3C)CC1
→ -3.2%, -2.5%, -6.6%
CCCC(O)(c1ccccc1)C(CN1CCOCC1)c1ccccc1 (stereo not given)
→ -9.1%, ?, 20.6µM*
O=C(CSc1nnnn1-c1cccc2ccccc12)Nc1ccc(C(=O)O)cc1
→ -4.1%, 1.5%, 17.4%
c1ccc(OCCOCCN2CCOCC2)cc1
→ -4.6%, -4.5%, -34.2%
C=C1C(=O)N(C)CCC1C(CC)C(=O)OC (stereo not given)
→ ., 3.6%, 0.4%
COc1ccc(-c2nnc(SCC(=O)Nc3nc4ccccc4s3)n2C)cc1
→ -12.2%, -14.0%, 0.9%
COc1ccc(NC(=O)Nc2cccc(NC(C)=O)c2)c(OC)c1
→ -0.2%, -7.7%, -1.4%
CCCCN(C=O)c1c(CC)nc2ccc(C(=O)NCCc3ccccn3)cn12
→ ., -16.7%, -24.4%
Cn1c(N)c(C(=O)COC(=O)Cc2cccs2)c(=O)n(C)c1=O
→ -0.3%, -1.4%, 0.2%
CCC(C)OC(=O)C1=C(C)OC23OC(N)=C(C#N)C12C(=O)c1ccccc13 (stereo not given)
→ 1.8%, ?, -14.4%
CC1=C(C(=O)N(C(C)C)C(C)C)CC(CC(=O)NCCN2CCOCC2)C(=O)N1Cc1ccc(F)cc1 (stereo not given)
→ ., 11.8%, 0.4%
CC(NS(=O)(=O)c1ccc(F)cc1)C(=O)Nc1ccc2c(c1)OCCO2 (stereo not given)
→ -3.0%, -23.8%, -9.0%
COc1c(S(=O)(=O)NCCCN2CCOCC2)ccc(Cl)c1Cl
→ 10.8%, -13.6%, -1.0%
O=C(CCC(=O)N1CCOc2ccccc21)NCCc1ccccc1
→ ?, 0.9%, -4.0%
CCOC(=O)c1sc(N/N=C/c2cc(Br)c(O)c(OC)c2)nc1C
→ -8.8%, ?, ?
Nn1cnc2scc(-c3ccc(Cl)cc3)c2c1=O
→ -4.1%, -21.8%, -8.6%
O=C(O)CCCNC(=O)c1nn(Cc2ccccc2)c(=O)c2ccccc12
→ 2.6%, 7.7%, -11.4%
COc1ccc(NS(=O)(=O)c2ccc3c(c2)NC(=O)CCS3)cc1Cl
→ -1.9%, 18.4µM*, 20.6µM*
CCN1CCN(c2ccc(NC(=O)Cc3ccccc3)cc2)CC1
→ -7.2%, -4.3%, -11.1%
CCc1ccc2c(c1)cc(CN(C(=S)Nc1cccc(C)c1)C1CC1)c1nnnn12
→ -5.0%, ?, ?
COc1ccc(C(=O)C2CCCN(Cc3cccn3-c3ccccn3)C2)cc1F (stereo not given)
→ 1.4%, 14.6µM*, 16.4µM*
O=C(C1CC1)N1N=C2CCCCC2C1(O)C(F)(F)F (stereo not given)
→ -14.4%, ?, 2.0%
CC(=O)Nc1ccc(NS(=O)(=O)c2cc3c4c(c2)CC(=O)N4CCC3)cc1
→ -9.3%, -13.8%, -9.4%
COc1ccc(NC(=O)CC2C(=O)N(Cc3cccs3)C(=S)N2C(C)C)cc1 (stereo not given)
→ -4.1%, -21.2%, 2.0%
COc1ccc(S(=O)(=O)c2c(Nc3cccc(C)c3C)sc(C(=O)c3ccccc3)c2N)cc1
→ -3.0%, 3.26µM*, 2.91µM*
COc1ccc(C(=O)NCCN2CCN(C(=O)c3ccc(OC)cc3)CC2)cc1
→ 3.5%, -31.5%, 3.7%
CCCCCCn1cc(C(=O)O)c(=O)c2ccccc21
→ -3.9%, -17.0%, -2.0%
OCCCCC#Cc1c(-c2ccsc2)sc2ccccc12
→ -10.4%, ?, ?
CCOC(=O)N1CCN(C(=O)CNC(=O)c2ccc(Br)o2)CC1
→ 2.0%, ?, -18.2%
Cc1cc(C)n(CCC(=O)Nc2ccc(Cl)cc2)n1
→ -3.7%, -6.6%, 3.0%
CC(OC(=O)COc1ccccc1)C(=O)NC1CCCC1 (stereo not given)
→ 0.7%, 8.8%, -1.8%

High-throughput results from PubChem.

Random draw from the library; 18% or so of the library scored in one or more.
